# Bioassay records as filed in PubChem BioAssay.
# 12-LOX inh = Primary qHTS assay for inhibitors of human arachidonate 12S-lipoxygenase (ALOX12): Round 2; actives 1.1% (n = 580,000); Potency, µM (series often up to 108 µM), inactives show at the highest dose activity change, negative = inhibition, hits mostly inhibitors; Polyunsaturated fatty acid lipoxygenase ALOX12 (Homo sapiens), P18054; purified 12hLO, xylenol orange hydroperoxide absorbance; AID 1671190, 2021; also: % is scaled to controls: 0 for no effect and ±100 for the full control effect
#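 Purified human 12hLO at 150 nM in 25 mM Hepes, 0.01% Triton X-100, pH 7.0, preincubated 15 min at room temperature with compound. Reaction started with 40 uM arachidonic acid, 30 min at room temperature. Hydroperoxide measured by Fe-xylenol orange, 573/405 nm absorbance ratio.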
# TrxR1 inh = qHTS Assay for Inhibitors of Mammalian Selenoprotein Thioredoxin Reductase 1 (TrxR1): qHTS; actives 1% (n = 390,000); recombinant rTrxR1, NADPH fluorescence consumption, selenite substrate; Potency, µM (highest dose often 114 µM), for the others: at the top dose activity change, negative = inhibition, hits mostly inhibitors; Thioredoxin reductase 1, cytoplasmic (Rattus norvegicus), O89049; also: % is scaled to controls: 0 for no effect and ±100 for the full control effect; nearly all actives have a fitted effect of over 65% in size
# Target sequence (O89049 whole entry, looked up): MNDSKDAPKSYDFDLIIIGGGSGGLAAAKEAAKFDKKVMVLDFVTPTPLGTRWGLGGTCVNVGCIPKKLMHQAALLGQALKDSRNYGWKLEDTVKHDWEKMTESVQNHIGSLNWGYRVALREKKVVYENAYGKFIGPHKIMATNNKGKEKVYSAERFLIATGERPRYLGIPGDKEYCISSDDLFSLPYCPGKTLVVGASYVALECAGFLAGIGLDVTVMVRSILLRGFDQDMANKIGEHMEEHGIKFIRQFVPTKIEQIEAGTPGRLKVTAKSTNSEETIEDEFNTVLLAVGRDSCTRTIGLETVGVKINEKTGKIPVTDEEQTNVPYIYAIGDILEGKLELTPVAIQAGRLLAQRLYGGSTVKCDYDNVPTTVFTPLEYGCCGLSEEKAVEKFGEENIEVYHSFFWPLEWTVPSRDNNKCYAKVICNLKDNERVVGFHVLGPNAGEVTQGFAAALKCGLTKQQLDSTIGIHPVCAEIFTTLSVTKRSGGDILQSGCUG
#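 Rat TrxR1 (90 nM in the dispensed reagent) was pre-reduced with 400 uM NADPH for 5 min at room temperature, then incubated with compound for 15 min. After 400 uM selenite was added, NADPH fluorescence (Ex 340/Em 450 nm) was followed for 8 min.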
# RGS4 inh = Inhibitors of Regulator of G Protein Signaling (RGS) 4: qHTS. Regulator of G-protein signaling 4 (Homo sapiens), P49798. Potency, µM (highest dose often 114 µM), for the others: at the highest dose activity change, negative = inhibition, most hits filed as inhibitors. actives 0.039% (n = 390,000). Transcreener GDP fluorescence polarization, RGS4-accelerated GTP hydrolysis; also: % is scaled to controls: 0 for no effect and ±100 for the full control effect; nearly all actives have a fitted effect of over 75% in size; some results filed as inactive show a strong effect at the top dose
# Target sequence (P49798 whole entry, looked up): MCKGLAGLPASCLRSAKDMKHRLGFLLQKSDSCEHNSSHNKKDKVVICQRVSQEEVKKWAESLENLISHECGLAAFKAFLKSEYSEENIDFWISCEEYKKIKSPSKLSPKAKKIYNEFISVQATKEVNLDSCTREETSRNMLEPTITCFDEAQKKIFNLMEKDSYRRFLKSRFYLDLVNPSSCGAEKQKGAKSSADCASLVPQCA
#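 MLSMR compounds (23 nl, pin-transferred) preincubated 10 min at room temperature with a 500nM (2x) first reagent, then RGS4 at 900nM (2x) plus Transcreener GDP mix added; fluorescence polarization (620/688 nm) read before and after 90 min at 30 °C.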
# USP1 inh = Inhibitors of USP1/UAF1: Primary Screen | Ubiquitin carboxyl-terminal hydrolase 1 (Homo sapiens), O94782 | recombinant USP1/UAF1, Ub-Rhodamine cleavage fluorescence | Potency, µM (highest dose often 57.1 µM), for inactives: top-dose activity change, negative = inhibition, hits mostly inhibitors | actives 0.23% (n = 390,000) | AID 743255, 2014; also: % is scaled to controls: 0 for no effect and ±100 for the full control effect; nearly all actives have a fitted effect of over 60% in size; inactives centre near -12
#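 USP1/UAF1 complex at 1 nM was preincubated with compound for 15 min at room temperature, then Ub-Rho substrate (150nM final) was added. Fluorescence (480/540 nm) was read kinetically, 6 reads every 60 seconds.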
# TrxR1 substrate = qHTS Assay for Substrates of Mammalian Selenoprotein Thioredoxin Reductase 1 (TrxR1): qHTS; purified TrxR1 substrate turnover, NADPH consumption readout; Potency, µM (highest dose often 114 µM), inactives show at the top dose activity change, negative = substrate turnover; actives 0.01% (n = 390,000); also: % is scaled to controls: 0 for no effect and ±100 for the full control effect; nearly all actives have a fitted effect of over 50% in size
#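 Rat TrxR1, dispensed at 90 nM, was prereduced with 400 uM NADPH (final) for 5 min at ~22 deg C, then incubated with compound 15 min before 400 uM selenite. A first-read NADPH fluorescence drop versus no-compound background flagged substrates.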
# Vif-A3G inh = qHTS for Inhibitors of Vif-A3G Interactions: qHTS | DNA dC->dU-editing enzyme APOBEC-3G (Homo sapiens), Q9HC16 | HeLa A3G-eYFP + Vif (tagged APOBEC3G with the HIV-1 protein that degrades it), YFP fluorescence, overnight | Potency, µM (doses to about 46.1 µM), for inactives: at the top dose activity, negative = active, usual class: inhibitors | actives 0.076% (n = 410,000);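 also: % is scaled to controls: 0 for no effect and ±100 for the full control effect; nearly all actives have a fitted effect of over 60% in size; hits raise eYFP signal because A3G escapes Vif-driven loss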
#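 Read-out is eYFP fluorescence (Ex 488/Em 500-530) from Vif-expressing HeLa A3G-eYFP cells; more signal means A3G escaped Vif-mediated degradation. Cells plated overnight, compound pinned in, incubated overnight at 37 deg C.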
# Vif-A3F inh = qHTS for Inhibitors of Vif-A3F Interactions: qHTS; HeLa A3F-eYFP + Vif (tagged APOBEC3F with the HIV-1 protein that degrades it), YFP fluorescence increase; Potency, µM (doses to about 46.1 µM), without a hit: at the top dose activity, negative = active; actives 0.2% (n = 390,000); also: % of control where 0% means no effect; nearly all actives have a fitted effect of over 65% in size
#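 Fluorescence increase (Ex 488/Em 500-530) after overnight compound treatment at 37 deg C flags inhibition of Vif-driven A3F-eYFP loss in stable HeLa A3F-eYFP/Vif cells seeded overnight beforehand.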
# mIDH1 inhibitor = qHTS for Inhibitors of mutant isocitrate dehydrogenase 1 (IDH1): qHTS. Isocitrate dehydrogenase [NADP] cytoplasmic (Homo sapiens), O75874. IDH1-R132H enzyme, NADPH consumption, diaphorase/resazurin fluorescence. Potency, µM (series often up to 76.6 µM), without a hit: at the top dose activity change, negative = inhibition, actives largely listed as inhibitors. actives 0.093% (n = 390,000). AID 602179, 2012; also: % is scaled to controls: 0 for no effect and ±100 for the full control effect; nearly all actives have a fitted effect of over 65% in size
# Target sequence (O75874 whole entry R132H, stated change not applied): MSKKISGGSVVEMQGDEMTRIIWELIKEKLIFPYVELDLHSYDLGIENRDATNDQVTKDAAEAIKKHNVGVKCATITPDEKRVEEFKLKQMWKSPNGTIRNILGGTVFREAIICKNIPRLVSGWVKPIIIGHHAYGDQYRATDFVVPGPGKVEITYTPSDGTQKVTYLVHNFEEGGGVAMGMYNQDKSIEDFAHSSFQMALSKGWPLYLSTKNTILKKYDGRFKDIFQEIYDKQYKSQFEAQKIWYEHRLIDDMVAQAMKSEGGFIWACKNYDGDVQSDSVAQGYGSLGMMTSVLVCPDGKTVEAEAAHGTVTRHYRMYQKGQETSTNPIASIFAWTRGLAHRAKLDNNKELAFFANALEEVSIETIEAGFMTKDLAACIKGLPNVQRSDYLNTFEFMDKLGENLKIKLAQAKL
#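 IDH1-R132H (0.5 ug/mL dispensed) in pH 7.5 Tris buffer was preincubated 30 min with compound, then given a substrate mix of 0.016 mM NADPH and 2 mM alpha-KG for 80 min at room temperature; remaining NADPH was read by diaphorase/resazurin fluorescence.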
# RXFP1 agonist = qHTS Assay for Agonists of the Relaxin Receptor RXFP1 | Relaxin receptor 1 (Homo sapiens), Q9HBX9 | HEK293T-RXFP1 cAMP TR-FRET, 30 min; response scale: percent of porcine relaxin response, buffer zero | Potency, µM (doses to about 57.5 µM), for the others: at the top dose activation, most hits filed as activators | actives 0.3% (n = 370,000); also: % is scaled to controls: 0 for no effect and ±100 for the full control effect; nearly all actives have a fitted effect of over 60% in size; many of its hits are not listed in these tables
#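 Agonist response is measured as cAMP accumulation in an RXFP1-transfected HEK293T line under PDE4 inhibition. Values are scaled between buffer-only and 29 nM porcine relaxin, and EC50s come from standard Hill equation fits.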
# * hit, by the source's call; i = inactive; ? = inconclusive; nt = not tested or not shown; & = joins results of further samples; [ ] = remark or other dose. Calls follow the shape of the dose curve; as a rule, active = well fitted curve in the direction sought with a large enough effect; inconclusive = small, poorly fitted or top-dose-only effect, or another doubt; inactive = no such curve, though single readings can be large; an effect the other way counts as inactive or inconclusive. Potency is read from the fitted curve at half-maximal effect. This is a subset; the hit share may differ from the screen's.
entry | Compound | 12-LOX inh | TrxR1 inh | RGS4 inh | USP1 inh | TrxR1 substrate | Vif-A3G inh | Vif-A3F inh | mIDH1 inhibitor | RXFP1 agonist
1 | Cc1ccccc1S(=O)(=O)Cc1ccc(C(=O)NCc2cccs2)o1 | 6% | -1%[57.1 µM] | 9% | -8% | 4%[57.1 µM] | -6% | -2% | -2% | 0.8%
2 | Cc1noc(C)c1C(=O)OCC(=O)Nc1ccccc1C(=O)NC(C)c1ccccc1 (stereo not drawn) | -7% | 1% | -8% | -12% | 4% | -13% | nt | 2% | 3.0%
3 | COc1cccc(/C=C/C(=O)N2CC(C)OC(C)C2)c1OC (stereo not drawn) | 11% | 22% | 10% | -20% | 4% | -5% | -8% | -8% | -2.2%
4 | Cc1ccc([C@@H]2CC=C(C(=O)O)[C@H](c3cccc(F)c3)N2S(=O)(=O)c2ccccc2C)cc1 | -25% | 7% | -5% | -21% | -1% | -4% | 10% | -7% | nt
5 | CCOc1ccc(C(C)=O)cc1CSc1nnc(-c2ccoc2C)n1N | -23% | ? | -14% | -7% | 4% | 0% | 4% | 3% | 1.7%
6 | COc1cc(OC)cc(C(=O)N2CCN(S(C)(=O)=O)CC2)c1 | 24% | -17% | -27% | -17% | -11% | 4% | 1% | 3% | 1.4%
7 | Cc1cc(-c2nnc(SCC(=O)Nc3ccccc3)n2C)no1 | 21% | 15%[57.1 µM] | 7% | -6% | 4%[57.1 µM] | 2% | 5% | 3% | 2.0%
8 | CCN(Cc1ccncc1)Cc1ccc(OC)cc1OC | ? | -25% | 7% | 4% | -7% | 0% | -1% | 14% | 0.8%
9 | CCn1c2c(c(=N)c3c1CCC3)CCCC2 | 137%[activator] | 16% | -12% | -29% | 6% | 0% | -9% | 6% | 5.7%
10 | Cc1cc(C)nc(SCc2ccc(C(=O)O)o2)n1 | 0% | -1% | -10% | -1% | 7% | -1% | -2% | -6% | -2.1%
11 | O=C1CC(Sc2nnc(-c3ccccc3)o2)C(=O)N1c1ccccc1 (stereo not drawn) | 0% | 7.1µM* | 11% | -2% | -1% | -2% | -2% | 3% | 18%
12 | CCCNC(=O)c1ccccc1C(=O)NCCC | -2% | 3%[57.1 µM] | -17% | -3% | -4% | 0% | 0% | -4% | 1.0%
13 | O=C(CCCC(=O)N(CC(=O)NC1CCCC1)c1ccc(F)c(Cl)c1)Nc1ccccn1 | -5% | 16%[57.1 µM] | 6% | -9% | 5%[57.1 µM] | -1% | 6% | -1% | 2.3%
14 | Cc1cc2ccccc2nc1SCC(=O)N1c2ccccc2CC1C (stereo not drawn) | 13% | 31% | 9% | 6% | 5% | 0% | -8% | 1% | 0.3%
15 | CC(Sc1nnc(-c2ccc(O)cc2)o1)C(=O)Nc1cccc2ccccc12 (stereo not drawn) | 0% | -16% | -7%[11.4 µM] | -6% | 4%[57.1 µM] | 0% | 1% | 3% | 0.4%
16 | COc1cc(O)c(C(CCN2CCCC(C)C2)c2cc(OC)c(OC)c(OC)c2)c(OC)c1 (stereo not drawn) | -1% | ? | -15%&-9% | -24% | 3%&9% | 1%&5% | -6% | 9% | 2.7%
17 | COc1ccc(C(C(=O)NCc2ccccc2)N(C(=O)c2snc(C(N)=O)c2N)C2CCCC2)cc1O (stereo not drawn) | 23% | 14% | -14% | -6% | 4% | -4% | -7% | 5% | 2.9%
18 | Cc1ccc(NC(=O)COC(=O)c2c(-c3ccccc3)noc2C)c(C)c1 | 28% | 33% | 16% | -24% | 11% | -9% | 2% | 4% | 0.6%
19 | COc1ccc(C2=NO[C@@H]3[C@@H]4C[C@@H]([C@H]5C(=O)N(C)C(=O)[C@@H]45)[C@H]23)c(OC)c1 | ? | 0% | 21% | -20% | 5% | -2% | 11% | 0% | -0.2%
20 | CCN1CCN(C(=O)c2ccc(COc3ccc(Cl)cc3)o2)CC1 | 361%[activator] | -8% | -11% | -3% | -1% | 1% | -4% | 1% | -0.1%

# One compound at a time, as listed above.
# `CCN1CCN(C(=O)c2ccc(COc3ccc(Cl)cc3)o2)CC1` across the screens: 12-LOX inh = 361%[activator]; TrxR1 inh = -8%; RGS4 inh = -11%; USP1 inh = -3%; TrxR1 substrate = -1%; Vif-A3G inh = 1%; Vif-A3F inh = -4%; mIDH1 inhibitor = 1%; RXFP1 agonist = -0.1%
# `CC(Sc1nnc(-c2ccc(O)cc2)o1)C(=O)Nc1cccc2ccccc12` (stereo not drawn) across the screens: 12-LOX inh = 0%; TrxR1 inh = -16%; RGS4 inh = -7%[11.4 µM]; USP1 inh = -6%; TrxR1 substrate = 4%[57.1 µM]; Vif-A3G inh = 0%; Vif-A3F inh = 1%; mIDH1 inhibitor = 3%; RXFP1 agonist = 0.4%

# Further structures follow:
entry | Compound | 12-LOX inh | TrxR1 inh | RGS4 inh | USP1 inh | TrxR1 substrate | Vif-A3G inh | Vif-A3F inh | mIDH1 inhibitor | RXFP1 agonist
21 | Cc1cccc(NC(=O)/C(=C\c2cccs2)NC(=O)c2ccccc2)c1 | nt | 9% | -20% | -29% | 11% | -3% | -7% | 1% | 1.0%
22 | CC(C)=CCC/C(C)=C/CNC(=O)C[C@H]1C[C@H](C(=O)N2CCCCC2)[C@@]2(C)c3[nH]c4cc(CCC(=O)N(C)C)ccc4c3CCN2C1=O | nt | 3% | 17% | ? | -6% | 0% | -12% | ? | nt
23 | CC1CCCCC1NC(=O)c1ccc(CNc2c(N3CCCC3)c(=O)c2=O)cc1 (stereo not drawn) | -4% | 4% | -21% | ? | -7% | -4% | 1% | 10% | 1.7%
24 | CCOc1ccc(NC(=O)CN(C)C(=O)Cn2c(=O)oc3ccccc32)cc1OCC | ? | 1% | 22% | -1% | -5% | 1% | -15% | 2% | 0.0%
25 | CC(=O)Nc1ccc(S(=O)(=O)NCCSCc2c(Cl)cccc2Cl)cc1 | -1% | -4%[57.1 µM] | -22% | -16% | -1%[57.1 µM] | -1% | 7% | -2% | 4.8%
26 | CC(NCc1ccc(N(C)C)cc1)C1CC2CCC1C2 (stereo not drawn) | ? | 17%[57.1 µM] | -3% | -15% | -6% | 0% | 8% | 1% | -2.4%
27 | FC(F)Oc1ccc(-c2csc(=Nc3cccnc3)n2CC2CCCO2)cc1 (stereo not drawn) | -14% | -7% | -13% | -20% | -5% | 1% | -22% | -6% | 0.5%
28 | O=C(Nc1ccc(Cl)cc1)N1CCC(c2nc(-c3ccccc3Cl)no2)CC1 | 34%[activator][57.4 µM] | 18%[57.1 µM] | -29% | -21% | 1%[57.1 µM] | 0% | 2% | -3% | -0.6%
29 | Cc1ccc(OCC(O)Cn2c(=N)n(CCN3CCCCC3)c3ccccc32)cc1 (stereo not drawn) | -8%&-19% | 17%&-1% | 25% | 0%&3% | 4%&2% | -1% | 1% | 3% | 1.6%
30 | Cc1occc1C(=O)N1CCN(c2ccc([N+](=O)[O-])cc2)CC1 | -20% | 4% | 0% | -15% | -7% | 1% | 1% | 0% | -0.8%
31 | CCOC(=O)CCc1cnccc1-c1cccc(OC)c1O | ? | 22% | -17% | nt | 2% | 2% | 0% | nt | nt
32 | COC(=O)NCCOC(=O)N(O)c1ccc(Br)cc1 | 2% | 14% | -6% | -18% | 3%[57.1 µM] | 3% | 5% | -3% | -1.6%
33 | COc1ccc(NC(=O)[C@H](CCS(C)(=O)=O)N2Cc3ccccc3C2=O)c(OC)c1 | 1% | 4% | 0% | -4% | -3% | 0% | 0% | 3% | 0.3%
34 | c1ccc(CNc2ccc(N3CCOCC3)cc2)cc1 | ? | -19%[57.1 µM] | ? | nt | 2%[57.1 µM] | -4% | -2% | nt | nt
35 | CSc1nc2nc(-c3cccs3)cc(C(F)(F)F)c2c(=O)[nH]1 | 8% | 35% | 2% | -22% | 79%[activator] | -1% | 2% | -5% | 10%
36 | O=C(CSc1ccc([N+](=O)[O-])cn1)Nc1ccccc1N1CCOCC1 | i | -3% | -9% | 2% | -4% | -6% | ? | -7% | 1.5%
37 | Cc1cc2nccc(-c3ccc(Cl)c([N+](=O)[O-])c3)n2n1 | -10% | 8% | -12% | -16% | -5% | -4% | 15% | 2% | 0.5%

# Of the compounds above, these contain a COOH group.
entry | Compound | 12-LOX inh | TrxR1 inh | RGS4 inh | USP1 inh | TrxR1 substrate | Vif-A3G inh | Vif-A3F inh | mIDH1 inhibitor | RXFP1 agonist
4 | Cc1ccc([C@@H]2CC=C(C(=O)O)[C@H](c3cccc(F)c3)N2S(=O)(=O)c2ccccc2C)cc1 | -25% | 7% | -5% | -21% | -1% | -4% | 10% | -7% | nt
10 | Cc1cc(C)nc(SCc2ccc(C(=O)O)o2)n1 | 0% | -1% | -10% | -1% | 7% | -1% | -2% | -6% | -2.1%
